Screens: PubChem, National Center for Advancing Translational Sciences (NCATS)
Giardia kill = Small Molecules that selectively kill Giardia lamblia: qHTS. 340,000 tested, 0.15% active. Giardia lamblia trophozoite viability. activity change, % at 7.66 µM, hits read low. AID 540267, 2011; in the data active = activity change below about -80%; inconclusive = between about -30% and that limit;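 note: parasites exposed to compound for two days anaerobically before the ATP read; % is set by controls: 0 for no effect and ±100 for the full control effect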
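ATP-content bioluminescence gauges trophozoite survival. Cells (100/well) receive compound and incubate anaerobically for 48 hrs at 37 deg C; detection reagent follows for 15-30 min at room temperature.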
Coupling enz = qHTS Assay for Inhibitors of Fructose-1,6-bisphosphate Aldolase from Giardia Lamblia: Coupling assay counterscreen; activity change, negative = inhibition, % at 58.2 µM, hits read low; 290,000 tested, 0.67% active; coupling enzyme system counterscreen, AmpLite Red fluorescence; AID 2472, 2010; in the data active = activity change below about -30%; note: % is set by controls: 0 for no effect and ±100 for the full control effect
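Final compound at 57.5 uM, incubated 10 min at RT with coupling enzyme reagent (glyceraldehyde-3-phosphate), then 20 min with substrate and AmpLite Red detection. Fluorescence read at 525/598 nm; tests interference with the coupling assay, not aldolase inhibition.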
VP16 counter = VP16 counterscreen qHTS for inhibitors of ROR gamma transcriptional activity | 310,000 tested, 3.5% active | Drosophila S2 Gal4-VP16 UAS-luciferase, luminescence, 20 h | Potency, µM (doses to about 53.6 µM), inactives show at the top dose activity, negative = inhibition, most hits filed as inhibitors;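 note: Gal4-VP16 expression switched on by copper sulfate through the metallothionein promoter; potency is the fitted concentration of half-maximal effect; % is set by controls: 0 for no effect and ±100 for the full control effect; nearly all actives have a fitted effect of over 50% in size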
RORgamma inh = qHTS for inhibitors of ROR gamma transcriptional activity; Drosophila S2 Gal4-RORgamma UAS-luciferase reporter, 20 h; Potency, µM (doses to about 53.6 µM), inactives show top-dose activity change, negative = inhibition, usual class: inhibitors; 310,000 tested, 5.4% active; AID 2551, 2010; note: potency is the fitted concentration of half-maximal effect; % is set by controls: 0 for no effect and ±100 for the full control effect; nearly all actives have a fitted effect of over 60% in size
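Compounds are pin-transferred onto Drosophila Schneider cells expressing a copper-inducible Gal4–ROR gamma transactivation domain fusion. After 1 hr, copper sulfate is added to 700 uM final; luciferase is read 20 hr later.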
uPA generation = qHTS for Inhibitors of Cell Surface uPA Generation; cell surface uPA generation assay, qHTS; Potency, µM (highest dose often 38.3 µM), without a hit: at the highest dose activity change, negative = inhibition, usual class: inhibitors; 330,000 tested, 0.31% active; AID 540303, 2011; active = well fitted inhibition curve with a large enough effect; inconclusive = small, poorly fitted or top-dose-only effect; inactive = no such curve, though single readings can be large or run the other way; tested in mouse RAW 264.7 cells; note: potency is the fitted concentration of half-maximal effect; % is set by controls: 0 for no effect and ±100 for the full control effect; nearly all actives have a fitted effect of over 55% in size
FLuc counter = qHTS profiling assay for firefly luciferase inhibitor/activator using purifed enzyme and Km concentrations of substrates (counterscreen for miR-21 project). Luciferin 4-monooxygenase (Photinus pyralis), P08659. purified FLuc, Km substrates, luminescence inhibition. Potency, µM (doses to about 57.5 µM), inactives show at the top dose activity change, negative = inhibition, most hits filed as inhibitors. 360,000 tested, 6.9% active. AID 588342, 2011;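 note: potency is the fitted concentration of half-maximal effect; plate controls were vehicle for no effect and reference inhibitor for full effect; nearly all actives have a fitted effect of over 55% in size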
Target sequence (P08659 whole entry, looked up): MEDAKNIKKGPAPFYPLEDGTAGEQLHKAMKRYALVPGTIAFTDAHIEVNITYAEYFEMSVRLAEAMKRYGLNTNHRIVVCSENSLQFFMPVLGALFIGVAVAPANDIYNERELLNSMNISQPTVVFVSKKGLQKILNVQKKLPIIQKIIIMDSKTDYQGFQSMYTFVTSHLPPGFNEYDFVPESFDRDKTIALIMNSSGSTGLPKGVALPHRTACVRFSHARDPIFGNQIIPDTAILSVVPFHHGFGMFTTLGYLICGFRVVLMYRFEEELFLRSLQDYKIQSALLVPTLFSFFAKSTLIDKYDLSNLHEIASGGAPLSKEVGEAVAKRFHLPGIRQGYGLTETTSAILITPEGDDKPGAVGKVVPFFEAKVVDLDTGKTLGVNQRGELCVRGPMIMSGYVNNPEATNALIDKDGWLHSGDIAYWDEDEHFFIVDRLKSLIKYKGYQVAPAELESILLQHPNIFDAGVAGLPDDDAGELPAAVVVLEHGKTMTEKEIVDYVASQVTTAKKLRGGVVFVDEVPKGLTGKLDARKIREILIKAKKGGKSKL
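Biochemical qHTS of compounds, final roughly 60 µM downward over six points, against 10 nM purified firefly luciferase using Km concentrations of substrates (10 uM D-luciferin, 10 uM ATP) in Tris acetate pH 7.5 buffer; luminescence output.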
Tb PFK block = qHTS Assay to Find Inhibitors of T. brucei phosphofructokinase; Potency, µM (highest dose often 57.5 µM), without a hit: at the highest dose activity, negative = inhibition, usual class: inhibitors; ATP-dependent 6-phosphofructokinase (Trypanosoma brucei brucei), O15648; T. brucei PFK, ADP-Glo luminescence; 330,000 tested, 0.17% active; AID 485367, 2010;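 note: potency is the fitted concentration of half-maximal effect; 0% = uninhibited 1x PFK enzyme wells and -100% = no-enzyme wells; nearly all actives have a fitted effect of over 60% in size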
Target sequence (O15648 whole entry, looked up): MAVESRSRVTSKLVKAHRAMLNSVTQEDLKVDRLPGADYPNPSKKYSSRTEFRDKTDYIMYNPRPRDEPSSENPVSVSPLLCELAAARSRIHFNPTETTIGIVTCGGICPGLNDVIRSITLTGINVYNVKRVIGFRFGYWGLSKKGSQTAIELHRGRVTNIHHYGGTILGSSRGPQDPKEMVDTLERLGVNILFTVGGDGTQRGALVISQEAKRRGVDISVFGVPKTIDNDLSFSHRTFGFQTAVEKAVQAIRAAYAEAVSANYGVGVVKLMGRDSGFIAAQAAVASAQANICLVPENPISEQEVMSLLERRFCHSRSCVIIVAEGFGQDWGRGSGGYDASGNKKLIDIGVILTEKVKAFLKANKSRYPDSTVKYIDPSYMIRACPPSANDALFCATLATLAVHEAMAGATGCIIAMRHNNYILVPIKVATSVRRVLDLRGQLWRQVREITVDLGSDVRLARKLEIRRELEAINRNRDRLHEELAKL
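In TEA buffer at pH 8.0 with 5 mM MgCl2, enzyme (1.25 nM) converted F6P (0.5 mM) and ATP (0.1 mM) for 45 min at room temperature. ADP product was read by luciferase luminescence.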
ELG1 genotoxic = qHTS screen for small molecules that induce genotoxicity in human embryonic kidney (HEK293T) cells expressing luciferase-tagged ELG1; HEK293T ELG1-luciferase reporter, luminescence, 16 h; Potency, µM (doses to about 46 µM), inactives show at the top dose activity change, positive = activation, actives largely listed as activators; 330,000 tested, 1.3% active; AID 504466, 2011; note: potency is the fitted concentration of half-maximal effect; % of control where 0% means no effect; nearly all actives have a fitted effect of over 60% in size
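HEK293T cells expressing luciferase-tagged ELG1 were exposed to compound or DMSO vehicle for 16 hr at 37 °C and 5% CO2. Luciferase activity was then measured with ONE-Glo after 30 min at room temperature.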
KCNH2 3.1 block = qHTS for Inhibitors of KCHN2 3.1: Mutant qHTS. Potassium voltage-gated channel subfamily H member 2, brain isoform KCNH2 3.1 (human). U2OS KCNH2 3.1, thallium flux FluxOr; hits give low values. activity change, % (tested at about 1.8 µM). 340,000 tested, 0.95% active;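 active = maximum activity change below -70%; inconclusive = maximum activity change from -70% to -50%; inactive = maximum activity change above -50%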;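 note: thallium influx rate constant from kinetic fluorescence after stimulation buffer; % is set by controls: 0 for no effect and ±100 for the full control effect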
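Normalized rate constant (relative to positive and negative DMSO controls) derived from a 2 min kinetic fluorescence read after stimulation; U2OS cells expressing the 3.1 isoform via virus at 1.77 x 10^8 /mL.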
Rab9 prom act = qHTS Assay for Rab9 Promoter Activators | 320,000 tested, 2.8% active | Potency, µM (top dose mostly 9.22 µM), for inactives: at the top dose activation, negative = inhibition, most hits filed as activators | AID 485297, 2010 | Huh7 Rab9 promoter-luciferase reporter, luminescence, 24 h; note: potency is the fitted concentration of half-maximal effect; % of control where 0% means no effect; nearly all actives have a fitted effect of over 60% in size
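Quantitative HTS format; Huh7 Rab9-luciferase reporter cells (1500/well) receive compound 2 h post-plating, incubate 24 h at 37 °C, then get luciferase reagent for 10 min before luminescence reading.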
NPC1 promoter act = qHTS Assay for NPC1 Promoter Activators; 320,000 tested, 2.4% active; Potency, µM (highest dose often 9.22 µM), inactives show top-dose activation, most hits filed as activators; Huh7 NPC1 promoter luciferase reporter, 24 h;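 note: potency is the fitted concentration of half-maximal effect; % of control where 0% means no effect; nearly all actives have a fitted effect of over 60% in size; reporter is driven by a mutant NPC1 promoter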
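Quantitative HTS used a cell-based reporter: Huh7 cells stably bearing the NPC1 promoter upstream of luciferase were treated with compounds for 24 h, and promoter activation was read as luminescence.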
Active calls of the source: *; ? = inconclusive; . = not tested or not shown; & = joins results of further samples; [ ] = remark or other dose. Unless noted, calls come from the whole dose curve; as a rule, active = well fitted curve in the direction sought with a large enough effect; inconclusive = small, poorly fitted or top-dose-only effect, or another doubt; inactive = no such curve, though single readings can be large; an effect the other way counts as inactive or inconclusive.

structure	VP16 counter	Coupling enz	ELG1 genotoxic	NPC1 promoter act	KCNH2 3.1 block	Tb PFK block	FLuc counter	RORgamma inh	uPA generation	Giardia kill	Rab9 prom act
CS(=O)(=O)c1ccc2nc(NC(=O)C3CC(=O)N(c4ccccc4)C3)sc2c1 (centres undefined)	3%	3	-14%	2%	-24	-5%	-7%	0%	.	-12	0%
NS(=O)(=O)c1cc2c(cc1Cl)NC(C1CC3C=CC1C3)NS2(=O)=O (centres undefined)	-5%	.	8%	7%[46.1 µM]	3	-8%	7%	-2%[10 µM]	17%	-9	-1%[46.1 µM]
Cc1nn(-c2ccccc2)c(Cl)c1C(=O)NCC(=O)O	-5%	-11	-1%	-3%	21	1%	-1%	-24%	0%	-3	-10%
O=C(Nc1cnn(C23CC4CC(CC(C4)C2)C3)c1)c1cc(-c2ccccc2)on1	-12%	1	-2%	-1%	-75*	-9%	-1%	-8%	6%	-5	-5%
CCOC(=O)C(=CNc1ccc(C#N)cc1)C(=O)OCC	-25%	-3	2%	-2%	-2	0%	-6%	7%	6%	-9	-2%
CCN(CC)c1ccc2cc(S(=O)(=O)c3ccc(C)cc3)c(=O)oc2c1	-3%	0	-1%	-1%	-20	0%	-8%	-21%	9%	-23	-2%
CN(C)CCCN(C(=O)c1ccc(S(=O)(=O)N(C)Cc2ccccc2)cc1)c1nc2c(F)cccc2s1	-19%	.	-6%	1%	3	2%	5%	?	-9%	29	-2%
COc1ccc(NC(=O)CN(c2ccccc2OC)S(=O)(=O)c2cccs2)cc1Cl	.	.	0%	.	12	2%	.	.	-8%	20	.
COc1ccc(N2C(=O)CCC(C(=O)NCc3cccnc3)C2c2ccc(OC)c(OC)c2)cc1 (centres undefined)	1%	1	0%	-4%	2	3%	10%	8%	0%	2	3%
O=C(CN1C(=O)/C(=C/c2ccco2)SC1=S)NC1CCS(=O)(=O)C1 (centres undefined)	0%	-27	-1%	-1%	1	?	?	3%	0%	-12	0%
O=C(NC1CCCCC1)C1COc2ccccc2O1 (centres undefined)	.	.	4%	0%	7	-2%	2%	.	5%	-4	3%
CN(CC(=O)Nc1ccccc1Br)C(=O)CNC(=O)Cc1cccc2ccccc12	4%	.	7%	-3%	-1	3%	4%	-17%	10%	11	-2%
Cc1cccc(OCC(=O)NCC(=O)N/N=C/c2c(C)[nH]c3ccccc23)c1	-11%	-10	-11%	-4%	-2	0%	0%	0%	2%	17	1%
Cc1nnc(SCC(=O)N2CCc3ccccc32)s1	-6%	-1	5%	14%	14	0%	-20%	-8%	6%	6	22%
Cc1cc2ccccn2c1C(=O)c1ccncc1	-3%	-1	16%	-1%	-11	-1%	-2%	4%	7%	8	0%
Cc1ccccc1-n1c(C)cc(/C=N/Nc2ccc([N+](=O)[O-])cn2)c1C	5.6µM*	-2	?	?	-16	0%	?	6.3µM*	3%	8	?
COc1ccc(C2CC(c3ccccc3)=NN2C(=O)COC(=O)C2(C)CC2(Cl)Cl)cc1 (centres undefined)	-11%	-1	-7%	-3%	-18	-8%	0%	8%	1%	-13	-1%
CCn1c(Cc2ccc(OC)cc2)nnc1SCC(=O)N1CCN(c2ccccc2)CC1	14%	4	-9%	-2%	23	-1%	2%	25%	1%	-2	-3%
Cc1cc2oc(=O)cc(CN3CCN(Cc4ccccc4)CC3)c2cc1C	2%	3	-5%	0%	-20	-8%	0%	-21%	-12%	1	0%
COC(=O)[C@@]1(Cc2ccc(F)cc2)[C@H]2c3cc(C(=O)N(C)C)n(Cc4c(CO)[nH]cc(C)c4=O)c3C[C@H]2CN1C(=O)c1ccccc1	-20%&-9%	-4&4	-2%	0%	-4	-1%	3%	?	23%	2	-4%
CCc1ccccc1NC(=S)NN	?	-1	0%	4%	.	-6%	0%	11µM*	.	.	-3%
Cc1ccc(C(=O)Nc2ncc3c(Cl)cccc3n2)cc1	4µM*	-8	?	?	-4	0%	0.27µM*	3.2µM*	-10%	?	0.16µM*
O=C(Nc1ncc(S(=O)(=O)c2ccc([N+](=O)[O-])cc2)s1)c1ccccc1F	1%	1	-1%	-3%	9	-2%	-12%	?	1%	-11	2%
CCOc1ccccc1N(CC(=O)N1CCc2ccccc2C1)S(C)(=O)=O	-6%	4	-6%	-2%	4	1%	-2%	12%	7%	-7	6%
CC(C)c1ccccc1NC(=O)c1cccnc1	4%	0	2%	9%	20	1%	1%	-1%	0%	-5	1%

Continued; it opens with the three that closed the last part.
structure	VP16 counter	Coupling enz	ELG1 genotoxic	NPC1 promoter act	KCNH2 3.1 block	Tb PFK block	FLuc counter	RORgamma inh	uPA generation	Giardia kill	Rab9 prom act
O=C(Nc1ncc(S(=O)(=O)c2ccc([N+](=O)[O-])cc2)s1)c1ccccc1F	1%	1	-1%	-3%	9	-2%	-12%	?	1%	-11	2%
CCOc1ccccc1N(CC(=O)N1CCc2ccccc2C1)S(C)(=O)=O	-6%	4	-6%	-2%	4	1%	-2%	12%	7%	-7	6%
CC(C)c1ccccc1NC(=O)c1cccnc1	4%	0	2%	9%	20	1%	1%	-1%	0%	-5	1%
O=C(Nc1nnc(-c2ccco2)o1)c1ccc([N+](=O)[O-])s1	2.8µM*	2	-1%	19%	4	-5%	?	0.89µM*	-8%	-81*	-6%
COc1cc(/C=N/n2c(-c3n[nH]c4c3CCC4)n[nH]c2=S)ccc1O	-3%	-2	9%	-8%	22	-12%	1%	-34%	-5%	14	-11%
Fc1ccccc1CSc1ncnc2sc3c(c12)CCCC3	-2%	5	1%	-3%	-22	-6%	-3%	9%	2%	-7	0%
CCNC(=S)Nc1ccc(Cl)c(C(F)(F)F)c1	?	0	-8%	-4%	23	-7%	3%	?	-7%	5	-5%
CCCn1c(N2CCC(Cc3ccccc3)CC2)nc2c1c(=O)[nH]c(=O)n2C	-19%	1	-1%	-5%	-32	-4%	5%	-3%	-12%	9	-8%
Cc1ccc(S(=O)(=O)N2CCCC2C(=O)NCc2ccncc2)cc1 (centres undefined)	?	.	-9%	-4%	30	1%	1%	-17%	8%	6	1%
COc1ccc(CCN2CN(S(=O)(=O)c3ccc(OC)cc3)c3nc4ccccc4nc32)cc1	11%	-2	0%	-2%	4	5%	-9%	?	-4%	-2	0%
CC(=O)Nc1ccc(NC(=O)[C@@H](NC(=O)N2C[C@H]3C[C@@H](C2)c2cccc(=O)n2C3)C(C)C)cc1	4%	0	-3%	1%	0	1%	1%	-8%	4%	9	-3%
CC(OC(=O)c1ccc2c(c1)NC(=O)CS2)C(=O)c1ccc(F)cc1 (centres undefined)	.	.	0%	.	13	0%	.	.	2%	5	.
O=C(CCn1c(=O)c2sccc2n(CC(=O)OCc2ccccc2)c1=O)NCc1ccco1	-1%	0	0%	-1%	-16	-4%	-1%	?	.	-16	2%
COc1cc(C=Nc2cccc(C)c2)c(O)c([N+](=O)[O-])c1	-3%	-9	0%	-2%	1	0%	0%	-25%	-3%	-13	-4%
COc1ccc(C2C(C#N)=C(N)N(c3sc4c(c3C#N)CCCC4)C3=C2C(=O)CC(C)(C)C3)cc1OC (centres undefined)	-1%	-6	-10%	-3%	5	3%	2%	5%	-2%	-20	5%
Cc1c(C)c2c(OCC(=O)N3CCC(C(N)=O)CC3)cc3c(c2oc1=O)CCC(C)(C)O3	2%	-1	12%	-3%	4	0%	-2%	-20%	10%	-2	0%
COc1ccccc1CNC(=O)C(=O)NCC1OCCN1S(=O)(=O)c1ccc(Br)cc1 (centres undefined)	1%	.	-16%	3%	.	-2%	1%	41%	-6%	15	5%

Rows were taken by chance; any-hit rate near 14%.
